Luc counter: blocks Kinase-Glo luciferase, a counter-screen artifact; Q27757; Kinase-Glo luciferase, ATP luminescence, 8 min; Potency, µM (top dose mostly 38.3 µM), for the others: top-dose activity change, negative = inhibition, most hits filed as inhibitors; hit rate 0.28% among 200,000; AID 1379; note: potency is the fitted concentration of half-maximal effect; % is set by controls: 0 for no effect and ±100 for the full control effect; nearly all actives have a fitted effect of over 60% in size
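Kinase-Glo luciferase light output from ATP and luciferin was measured with 10 uM ATP, within the enzyme's linear range. Buffer: 50 mM imidazole pH 7.2, 50 mM KCl, 7 mM MgCl2, 0.01% Tween 20, 0.05% BSA; luminescence read after 8 min at ambient temperature.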
NPSR antagonist: blocks cAMP signaling of the human neuropeptide S receptor | Q6W5P4 | CHO-NPSR cells, cAMP TR-FRET, antagonist mode | Potency, µM (top dose mostly 38.3 µM), for the others: at the top dose activity change, negative = inhibition, actives largely listed as inhibitors | hit rate 1% among 220,000 | AID 1461; note: potency is the fitted concentration of half-maximal effect; % is set by controls: 0 for no effect and ±100 for the full control effect; nearly all actives have a fitted effect of over 50% in size; many of its hits are not listed in these tables
Target sequence (Q6W5P4 whole entry, looked up): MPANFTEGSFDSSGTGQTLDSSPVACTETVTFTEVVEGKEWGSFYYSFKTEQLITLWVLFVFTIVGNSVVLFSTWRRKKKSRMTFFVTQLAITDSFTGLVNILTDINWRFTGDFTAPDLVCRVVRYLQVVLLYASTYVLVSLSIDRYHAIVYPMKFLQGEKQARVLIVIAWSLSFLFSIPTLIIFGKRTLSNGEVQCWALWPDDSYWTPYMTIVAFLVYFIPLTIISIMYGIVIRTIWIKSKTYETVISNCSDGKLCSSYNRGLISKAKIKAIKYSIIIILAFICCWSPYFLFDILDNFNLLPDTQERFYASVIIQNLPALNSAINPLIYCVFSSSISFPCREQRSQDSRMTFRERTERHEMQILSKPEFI
CBFb-RUNX1 inh: inhibitors of human CBF-beta and RUNX1 interaction | AlphaScreen CBFb-His/RUNX1-biotin binding, biochemical | Potency, µM (highest dose often 59.8 µM), for inactives: at the top dose activity, negative = inhibition, hits mostly inhibitors | 230,000 tested, under 10 active | AID 1477; note: % of control where 0% means no effect
Target sequence (Q01196 whole entry, looked up): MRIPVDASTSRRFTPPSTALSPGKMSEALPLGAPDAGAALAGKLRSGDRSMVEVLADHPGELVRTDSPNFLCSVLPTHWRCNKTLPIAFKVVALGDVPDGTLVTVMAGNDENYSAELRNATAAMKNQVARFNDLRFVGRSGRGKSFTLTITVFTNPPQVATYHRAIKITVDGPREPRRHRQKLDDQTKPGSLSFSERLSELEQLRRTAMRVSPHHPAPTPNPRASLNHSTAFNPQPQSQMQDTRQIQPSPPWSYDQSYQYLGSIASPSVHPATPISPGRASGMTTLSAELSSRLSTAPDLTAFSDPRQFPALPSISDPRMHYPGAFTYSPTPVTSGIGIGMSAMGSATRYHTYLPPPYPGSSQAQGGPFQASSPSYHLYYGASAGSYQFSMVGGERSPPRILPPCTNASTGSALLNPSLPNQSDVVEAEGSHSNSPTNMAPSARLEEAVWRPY
Target sequence (Q13951 whole entry, looked up): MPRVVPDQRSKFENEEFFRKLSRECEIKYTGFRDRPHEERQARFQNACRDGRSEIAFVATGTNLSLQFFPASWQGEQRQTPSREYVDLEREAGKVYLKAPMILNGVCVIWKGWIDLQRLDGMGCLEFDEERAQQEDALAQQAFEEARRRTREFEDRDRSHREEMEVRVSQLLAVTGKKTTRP
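AlphaScreen binding: CBFb-His and RUNX1-biotin (30 nM each) preincubated 20 min, compound added for 15 min, then nickel and streptavidin beads for 90 min, all at room temperature. Disruption of the interaction by any mechanism counts as activity.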
IMPase Li inh: membrane-permeable IMPase blocker, potentiated with lithium | CHO-M1 cells, IP1 TR-FRET (IP-One), carbachol + lithium | Potency, µM (highest dose often 59.4 µM), for inactives: at the highest dose activity, negative = IMPase inhibition, hits mostly inhibitors | hit rate 0.35% among 210,000 | AID 1457;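 note: IP1 builds up when IMPase is blocked and the TR-FRET signal falls; potency is the fitted concentration of half-maximal effect; plate controls were basal vehicle for no effect and high inhibitor control for full effect; nearly all actives have a fitted effect of over 50% in size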
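Concentration–response in CHO-M1 cells, lithium-potentiated; 30 min at 37C. IP1 detected by competitive TR-FRET after 10 min lysis at RT. Hill-fitted AC50.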
Epigenetic reg: derepresses silenced GFP reporter in murine cells. AID 1865. Potency, µM (titrated, usually from 53.9 µM), inactives show at the top dose GFP activation, usual class: activators. murine LDR cells, GFP reporter derepression, 30 h. hit rate 0.2% among 280,000; note: potency is the fitted concentration of half-maximal effect; % of control where 0% means no effect; nearly all actives have a fitted effect of over 60% in size
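Readout is the number of GFP-expressing murine LDR cells, counted by cytometry following washing. Cells were treated with compound for 30 h at 37 C; the stably integrated CMV-GFP locus is normally silent.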
HttQ103 aggreg: inhibitors of mutant huntingtin aggregate formation in PC12 cells | PC12 HttQ103-GFP aggregates, Acumen cytometry, 40 h | Potency, µM (doses to about 46.1 µM), without a hit: at the highest dose activity change, negative = inhibition, actives largely listed as inhibitors | hit rate 1.1% among 220,000 | AID 1688; note: potency is the fitted concentration of half-maximal effect; % is set by controls: 0 for no effect and ±100 for the full control effect; nearly all actives have a fitted effect of over 60% in size
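Ecdysone-promoter PC12 model expressing HTT exon 1 Q103 fused to GFP, induced by tebufenozide at 100 nM final. Compounds titrated; aggregates sized 1–25 µm scored on a 488 nm laser cytometer.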
Lamin A splicing: changes lamin A minigene splicing in HeLa cells | HeLa LMNA splicing GFP/RFP minigene ratio, 48 h | hit rate 0.01% among 200,000 | Potency, µM (top dose mostly 46.1 µM), for the others: at the highest dose ratio change, negative = inhibition, hits mostly inhibitors | AID 1487; active = well fitted inhibition curve with a large enough effect in the signal ratio, with a control signal flat, not every such curve was filed as active; inconclusive = small, poorly fitted or top-dose-only effect, or effect the other way, or a change in a side signal; the % refers to the signal ratio; note: potency is the fitted concentration of half-maximal effect; % is set by controls: 0 for no effect and ±100 for the full control effect
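S3 HeLa stable clones carrying a lamin A-EGFP splicing minigene plus DsRed2 were seeded at 600 cells/well in Opti-MEM with 2% FBS, pin-dosed and incubated 48 h at 37°C. Acumen cytometry (488 nm) gave the GFP/RFP total-intensity ratio.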
Active calls of the source: *; ? = inconclusive; . = no result given; [ ] = another dose, or the depositor's remark. Unless noted, calls come from the whole dose curve; as a rule, active = well fitted curve in the direction sought with a large enough effect; inconclusive = small, poorly fitted or top-dose-only effect, or another doubt; inactive = no such curve, though single readings can be large; an effect the other way counts as inactive or inconclusive.

item	Structure	Luc counter	NPSR antagonist	CBFb-RUNX1 inh	IMPase Li inh
1	CC1=NCCN1S(=O)(=O)c1cc(Cl)ccc1Cl	-2%	-6%[46.1 µM]	-11%	1%[38.3 µM]
2	CCCNC(=O)c1c(N)n(-c2cccc(OC)c2)c2nc3ccccc3nc12	0%	?	?	26%[38.3 µM]
3	CC1SCC(=O)N(CC(=O)NC2CCCCC2)C1=O (configuration not stated)	-3%	15%	4%	-3%
4	CC(Oc1ccc(Cl)cc1Cl)c1nc(-c2ccc(NC(=O)c3ccco3)cc2)no1 (configuration not stated)	-14%	-13%[46.1 µM]	1%	26%[38.3 µM]
5	O=C1C2ON(c3ccccc3)C(c3ccncc3)C2C(=O)N1c1ccc(N2CCOCC2)cc1 (configuration not stated)	3%	-3%[46.1 µM]	2%	11%[38.3 µM]
6	S=c1[nH]nc(-c2ccccc2)n1Cc1ccccc1	1%	-9%[46.1 µM]	0%	-8%[38.3 µM]
7	CCOc1ccc(C2C(C(=O)c3cccs3)=C(O)C(=O)N2CCCn2ccnc2)cc1 (configuration not stated)	0%	-3%[46.1 µM]	0%	-5%[38.3 µM]
8	CCOc1ccc(OCCSc2nc(N)cc(=O)[nH]2)cc1	.	-10%	-13%	.
9	Cn1c(C(=O)NCc2ccccn2)cc2c(=O)n3ccccc3nc21	2%	?	4%	-21%
10	CCOc1c(C(N)=O)c(-c2ccccc2)c2c(=O)[nH]c3ccccc3n12	-4%	1%[46.1 µM]	13%	?
11	O=C(C1CCCN(S(=O)(=O)c2cnc[nH]2)C1)N1CCN(c2ccc(Cl)cc2)CC1 (configuration not stated)	-1%	-4%[46.1 µM]	9%	23%[38.3 µM]
12	COc1ccc(NCCNc2ccc(OC)cc2)cc1	2%	-2%[46.1 µM]	-6%	-5%[38.3 µM]

item	Epigenetic reg	HttQ103 aggreg	Lamin A splicing
1	3.1%	8%	-2%
2	1.9%	?	?
3	0.0%	1%	12%[46 µM]
4	-1.5%	-18%	?
5	0.8%	1%	-9%
6	0.0%	19%	11%
7	0.8%	-5%	6%
8	4.8%	-10%[9.22 µM]	.
9	-0.8%	12%	-7%
10	-0.1%	0%	-8%
11	0.0%	?	?
12	-1.3%	1%	4%

Going on with the list:
item	Structure	Luc counter	NPSR antagonist	CBFb-RUNX1 inh	IMPase Li inh
13	O=C(Cc1nn[nH]n1)Nc1ccc(F)cc1F	.	-28%	10%	.
14	Cc1[nH]c2ccccc2c1C(c1ccncc1)N1CCCCC1 (configuration not stated)	1%	-15%	-3%	5%
15	CC1CCN(c2nncc3ccccc23)CC1	-2%	4%[46.1 µM]	7%	-7%[38.3 µM]
16	CCOC(=O)c1nnn(-c2nc(OC)nc(N3CCCC3)n2)c1-c1ccccc1	1%	-18%[46.1 µM]	1%	2%[38.3 µM]
17	Cc1c(C(=O)NCc2cccnc2)oc2ccc(S(=O)(=O)N3CCCCC3)cc12	0%	-26%[46.1 µM]	3%	11%
18	CCCCn1c(SCC(=O)NCc2cccs2)nc2c1c(=O)n(C)c(=O)n2C	-5%	-3%[46.1 µM]	-1%	4%[38.3 µM]
19	Cc1cccc(C)c1NC(=S)N(CCCN1CCCCC1)Cc1ccco1	1%	-23%	4%	5%
20	CCC1(C)Cc2c(sc3nnn(CC(=O)Nc4ccccc4)c(=O)c23)CO1 (configuration not stated)	-9%	-23%[46.1 µM]	4%	8%[38.3 µM]
21	NS(=O)(=O)c1ccc(NC(=O)C2CCCN(S(=O)(=O)c3ccc(F)cc3)C2)cc1 (configuration not stated)	1%	-9%[46.1 µM]	6%	14%[38.3 µM]
22	O=S(=O)(c1ccc2oc3ccccc3c2c1)N1CCOCC1	-3%	-12%[46.1 µM]	2%	18%[38.3 µM]
23	O=C(CSc1nnnn1Cc1ccccc1)Nc1ccc2c(c1)OCO2	3%	-9%[46.1 µM]	1%	42%[activator][38.3 µM]
24	CC(C)c1cc(C(=O)N/N=C/c2cccnc2)n[nH]1	-1%	10%	19%	4%

item	Epigenetic reg	HttQ103 aggreg	Lamin A splicing
13	4.6%	-4%[9.22 µM]	.
14	-0.6%	-2%	.
15	0.9%	-3%	?
16	-0.9%	16%	-4%
17	-1.0%	?	?
18	5.5%	-4%	-5%
19	0.1%	-7%	.
20	0.1%	-2%	15%
21	0.0%	-15%	0%
22	0.0%	-8%	-18%
23	0.0%	-1%	-2%
24	-1.9%	21%	-6%

7 compounds already listed, ordered by molar mass, high to low:
item	Structure	Luc counter	NPSR antagonist	CBFb-RUNX1 inh	IMPase Li inh
21	NS(=O)(=O)c1ccc(NC(=O)C2CCCN(S(=O)(=O)c3ccc(F)cc3)C2)cc1 (configuration not stated)	1%	-9%[46.1 µM]	6%	14%[38.3 µM]
17	Cc1c(C(=O)NCc2cccnc2)oc2ccc(S(=O)(=O)N3CCCCC3)cc12	0%	-26%[46.1 µM]	3%	11%
20	CCC1(C)Cc2c(sc3nnn(CC(=O)Nc4ccccc4)c(=O)c23)CO1 (configuration not stated)	-9%	-23%[46.1 µM]	4%	8%[38.3 µM]
23	O=C(CSc1nnnn1Cc1ccccc1)Nc1ccc2c(c1)OCO2	3%	-9%[46.1 µM]	1%	42%[activator][38.3 µM]
22	O=S(=O)(c1ccc2oc3ccccc3c2c1)N1CCOCC1	-3%	-12%[46.1 µM]	2%	18%[38.3 µM]
24	CC(C)c1cc(C(=O)N/N=C/c2cccnc2)n[nH]1	-1%	10%	19%	4%
15	CC1CCN(c2nncc3ccccc23)CC1	-2%	4%[46.1 µM]	7%	-7%[38.3 µM]

item	Epigenetic reg	HttQ103 aggreg	Lamin A splicing
21	0.0%	-15%	0%
17	-1.0%	?	?
20	0.1%	-2%	15%
23	0.0%	-1%	-2%
22	0.0%	-8%	-18%
24	-1.9%	21%	-6%
15	0.9%	-3%	?

Next section.
item	Structure	Luc counter	NPSR antagonist	CBFb-RUNX1 inh	IMPase Li inh
25	CC(C)N1CC(C(=O)Nc2ccc(Br)c(Cl)c2)CC1=O (configuration not stated)	4%	-9%[46.1 µM]	0%	12%[38.3 µM]
26	Cc1ccc(C(=O)CSc2nc3ccccc3c(=O)n2N)o1	-5%	-6%[46.1 µM]	-12%	-1%[38.3 µM]
27	CCOC(=O)N1CCN(c2ncc(C(F)(F)F)cc2Cl)CC1	0%	-8%	-14%	13%
28	O=C(NNC(=O)C1CCN(S(=O)(=O)c2ccc(Cl)cc2)CC1)c1ccc(S(=O)(=O)N2CCCCC2)cc1	2%	-1%	4%	-5%
29	O=C(Nc1ccc2c(c1)oc1ccccc12)c1cccnc1	-1%	-13%[46.1 µM]	4%	-3%[38.3 µM]
30	FC(F)(F)c1ccccc1Nc1nccs1	-3%	-3%[46.1 µM]	4%	3%[38.3 µM]
31	CC(C)(C)c1cc(-n2ccnc2)n2ncc(-c3ccc(Cl)cc3)c2n1	-3%	10%	5%	-4%
32	CCOC1CS(=O)(=O)CC1OCC (configuration not stated)	-1%	6%[46.1 µM]	2%	13%[38.3 µM]
33	COC(=O)c1ccc(C)c(NC(=O)Cn2cnc3ccccc3c2=O)c1	0%	-6%[46.1 µM]	-1%	30%[38.3 µM]
34	CN1CCc2nc(SCC(=O)Nc3cccc(F)c3)c(C#N)c(-c3cccs3)c2C1	0%	?	-2%	25%[38.3 µM]
35	Cc1nnc(SCC(=O)N2CCCC(C(=O)c3ccc(Cl)cc3)C2)o1 (configuration not stated)	7%	8%	13%	-5%
36	O=C(OCCN=C1NS(=O)(=O)c2ccccc21)c1ccco1	3%	22%	6%	-3%

item	Epigenetic reg	HttQ103 aggreg	Lamin A splicing
25	0.0%	-11%	-14%
26	-0.8%	-27%	-2%
27	-3.7%	-12%	.
28	-3.2%	25µM*	-8%
29	-0.7%	-9%	-11%
30	0.3%	14%	2%
31	0.9%	14%	-13%
32	0.0%	-16%	10%
33	-1.0%	-13%	4%
34	1.0%	25%	-7%
35	10%	-28%	13%[46 µM]
36	0.0%	5%	.

Continuation:
item	Structure	Luc counter	NPSR antagonist	CBFb-RUNX1 inh	IMPase Li inh
37	N#Cc1ccc(OCC(=O)NCCc2ccc(S(N)(=O)=O)cc2)cc1	-5%	1%[46.1 µM]	5%	-11%[38.3 µM]
38	O=C1Cc2ccccc2Sc2c(OCCN3CCCCC3)cccc21	-2%	?	-1%	16%
39	Cc1ccc(Nc2c(-c3ccccc3O)nc3ncccn23)cc1	.	?	-9%	.
40	O=C(COc1cccc(NC(=O)c2cccs2)c1)c1ccc(F)cc1	0%	2%	-3%	16%
41	N#Cc1cc(C#N)c(N2CCN(c3cccc(Cl)n3)CC2)nc1N	-5%	-14%[46.1 µM]	7%	18%[38.3 µM]
42	COc1ccc(NC(=O)/C(C#N)=C/c2ccc3c(c2)n(C)c(=O)n3C)cc1	2%	6%	10%	0%
43	CCSc1nnc(-c2ccc(S(=O)(=O)N3CCCC3)cc2)n1C	-4%	-3%[46.1 µM]	10%	-4%[38.3 µM]
44	CC(=O)OCc1cc2cccc(C)c2[nH]c1=O	0%	5%[7.67 µM]	6%	3%[38.3 µM]
45	Cc1cc(=O)[nH]c(SCc2cccc(F)c2)n1	-3%	4%[46.1 µM]	1%	24%[38.3 µM]
46	Cc1cc(C)c(S(=O)(=O)N2CCCCCC2)cc1Br	.	53%	?	.
47	Clc1ccc(Nc2ccc(Cl)nn2)cc1	.	-4%	9%	.

item	Epigenetic reg	HttQ103 aggreg	Lamin A splicing
37	-0.2%	10%	2%
38	-0.9%	-7%	-5%
39	5.6%	3%[9.22 µM]	.
40	0.0%	3%	?
41	-1.2%	-9%	9%
42	0.0%	16%	-11%
43	0.0%	-27%	1%
44	-0.8%	-4%	-3%
45	-3.0%	-3%	3%
46	2.4%	-27%	.
47	1.1%	-1%[9.22 µM]	.

Only part of the results is shown; count on the stated rates, not on these rows.
